Screening data from PubChem.
OX1R antag-1 – blocks the human orexin 1 receptor | O43613 | CHO/OX1R cells, Fluo-8 calcium fluorescence, orexin A | inhibition, % at 5 µM | hit rate 0.43% among 330,000 | AID 434989;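 active = inhibition above its plate's threshold, mean inhibition of all tested compounds on the plate plus 3 SD, cut at about 37% in these data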;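 note: 0% = orexin A challenge wells and 100% = SB-334867-A antagonist wells; not every result past the cut was called active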
Target sequence (O43613 whole entry, looked up): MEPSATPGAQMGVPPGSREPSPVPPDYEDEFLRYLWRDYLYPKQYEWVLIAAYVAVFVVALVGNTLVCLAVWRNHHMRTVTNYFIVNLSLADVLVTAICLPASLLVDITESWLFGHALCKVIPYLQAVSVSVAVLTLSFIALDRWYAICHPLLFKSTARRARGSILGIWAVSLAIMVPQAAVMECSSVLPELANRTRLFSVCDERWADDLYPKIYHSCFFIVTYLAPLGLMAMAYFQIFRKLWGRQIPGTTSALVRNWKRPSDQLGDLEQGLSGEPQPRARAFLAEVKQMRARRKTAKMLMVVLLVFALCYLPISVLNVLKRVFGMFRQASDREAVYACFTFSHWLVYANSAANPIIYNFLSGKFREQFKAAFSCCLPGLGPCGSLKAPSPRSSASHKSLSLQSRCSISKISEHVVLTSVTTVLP
OX1R antag-2 – antagonists of human orexin 1 receptor (OX1R); O43613; OX1R-expressing cells, FRET antagonist read-out; inhibition, % at 6.6 µM; hit rate 1.8% among 330,000; AID 485270; in the data active = inhibition mostly above about 38%, no sharp cut-off; inactive = mostly below about 40%;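 note: 0% = agonist challenge alone and 100% = reference antagonist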
Starred values were filed as active, the others as inactive.

SMILES	OX1R antag-1	OX1R antag-2
Clc1cccc(Cl)c1C1=NOC(c2nnc(-c3ccccc3)o2)C1 (configuration not stated)	-13	20
CCn1c2ccccc2c2cc(NC(=O)c3cccc([N+](=O)[O-])c3)ccc21	17	76*
COc1cc(Cl)c(C)cc1NC(=O)CSc1nnc(-c2ccccn2)n1Cc1ccco1	-27	13
COc1ccc(Cl)cc1-n1c(C)cc(C(=O)OCC(=O)N2CC(=O)Nc3ccccc32)c1C	-26	17
CCCCCOC(=O)NC1CCS(=O)(=O)C1 (configuration not stated)	15	17
NC(=O)CC(NC(=O)Cc1ccc(Br)cc1)c1ccc(N2CCC(Br)CC2)c([N+](=O)[O-])c1 (configuration not stated)	-3	7
COC(=O)c1cc(OC)c(OC)cc1NC(=O)CC1CCCCC1	-43	12
Cc1ccc(S(=O)(=O)Nc2ccc(S(=O)(=O)N3CCCC3)cc2)cc1	-8	14
COc1ccc(C2NCCO2)cc1OC (configuration not stated)	-7	6
CCn1c(O)c(N=NC2=NC(=O)CS2)c2ccccc21	2	58

The list goes on; it opens with the 5 that closed the last part.
SMILES	OX1R antag-1	OX1R antag-2
NC(=O)CC(NC(=O)Cc1ccc(Br)cc1)c1ccc(N2CCC(Br)CC2)c([N+](=O)[O-])c1 (configuration not stated)	-3	7
COC(=O)c1cc(OC)c(OC)cc1NC(=O)CC1CCCCC1	-43	12
Cc1ccc(S(=O)(=O)Nc2ccc(S(=O)(=O)N3CCCC3)cc2)cc1	-8	14
COc1ccc(C2NCCO2)cc1OC (configuration not stated)	-7	6
CCn1c(O)c(N=NC2=NC(=O)CS2)c2ccccc21	2	58
CCOc1cc(CNC(C)(C)C)ccc1OCC(=O)Nc1cccc(C(F)(F)F)c1	-16	7
O=C(CCS(=O)(=O)c1ccccc1)Nc1ccccc1-c1nc2ccccc2s1	-29	27
Cc1ccccc1C(=O)NC1CC2CCCC(C1)N2Cc1ccccc1 (configuration not stated)	-27	35
CC1CC(C)CN(CCCNC(=O)C2CCCN(c3nnc(N4CCCC4=O)s3)C2)C1 (configuration not stated)	-32	10
Cc1ccc(N(C(=O)Cc2cccs2)C2C=CS(=O)(=O)C2)cc1Cl (configuration not stated)	-12	21
Cc1cccc(/C=N/NC(=O)c2ccc(NC(=O)c3ccccc3C)cc2)n1	-15	9
Cc1ccc(C)c(S(=O)(=O)N2CCC(c3nc4c(nnn4Cc4ccc5c(c4)OCCO5)c(=O)[nH]3)CC2)c1	-8	5
CN(C(=O)c1sc2nc(N3CCCC3)c3c(c2c1N)CC(C)(C)OC3)c1ccccc1	-22	23
Cc1cc(C)cc(OC(C)C(=O)NCCCn2ccnc2)c1 (configuration not stated)	-1	7
C=CCn1c(SC2CCOC2=O)nc2scc(C3CC3)c2c1=O (configuration not stated)	-9	12
Cc1ccc(NC(=O)COc2ccc(S(=O)(=O)N3CCOCC3)cc2)cc1	-5	7
O=C(NCCCn1ccnc1)Nc1ccc(Cl)c(Cl)c1	-10	8
CCCOc1ccc(/C=N/Nc2ccccc2[N+](=O)[O-])c(O)c1	2	24
CCN(c1ccccc1)S(=O)(=O)c1ccc(Cl)c(NC(=O)CN2CCCCCC2)c1	32	87*
COc1ccc(-n2c(C)c(C)c3c(N)ncnc32)cc1	-3	6
O=C(O)c1cc(S(=O)(=O)N2CCOCC2)c[nH]1	-4	-5
Cc1ccccc1NC(=O)CN1CCN(Cc2ccccc2)CC1	-23	8
CCCCSc1ncnc2[nH]ncc12	-1	10
CSCC[C@H](Nc1ncnc2sc(C)c(C)c12)C(=O)O	-13	13
O=C(Nc1cccc(S(=O)(=O)N2CCCC2)c1)c1cc(=O)[nH]c2ccccc12	-11	5
COc1ccccc1COC(=O)N/C=C/c1ccco1	-8	11
CCn1c(C(O)c2ccc(C)cc2)nc2ccccc21 (configuration not stated)	-22	18
Cc1c(C(=O)N2CCCCC2)oc2ccccc12	-26	5
Cc1ccc2c(c1)C(=O)C(=O)N2CCCOc1ccccc1	-8	19
CCCCc1ccc(-c2c(C#N)c(N)nc3c2CCCC3)s1	-26	21
Cc1ccc(C(=O)ON=C2CCN(c3ccc([N+](=O)[O-])cc3)CC2)cc1	-2	13
CCC(c1nnc(SC(C)C(=O)NC2CC2)n1-c1ccc(OC)cc1)N(C)C (configuration not stated)	-30	2
Cc1nnc(SCC(=O)Nc2c(Cl)cccc2Cl)n(N)c1=O	-16	3
CCN(CC)S(=O)(=O)c1cc([N+](=O)[O-])ccc1NNC(=O)Nc1ccccc1	-22	12
Cn1c2c(c3ccccc31)CCN1CCC[C@]21c1ccccc1	-27	5
O=c1[nH]c2ccc(S(=O)(=O)N3CCC(Cc4ccccc4)CC3)cc2o1	24	24
O=C(Cc1ccccc1)Nc1ccc(N2CCOCC2)cc1	-8	8
O=C(NC1CCNCC1)C1CC1	-1	1
CC(C)C(=O)Nc1cccc2nsnc12	-4	46
C[C@@]12CCC=C[C@H]1[C@H](c1ccoc1)N(Cc1ccccc1)C2=O	-29	26
CCN(CC)C(=O)c1ccc(CS(=O)(=O)c2ccc(OC)cc2)o1	-8	14
CCC(=O)N1CCN(c2ccccc2NC(=O)c2ccc(OC)c(Cl)c2)CC1	-35	15
CC(C)c1ccc(NC(=O)c2cccc(NC3=NC4CS(=O)(=O)CC4S3)c2)cc1 (configuration not stated)	-3	8
O=C(COC(=O)/C=C/c1nc2ccccc2s1)Nc1cccc(Cl)c1Cl	4	18
CCn1c(N2CCN(S(=O)(=O)c3ccc(OC)cc3)CC2)nc2ccccc21	-3	7
COc1ccc(S(=O)(=O)Nc2c(C(=O)O)[nH]c3ccc(OC)cc23)c(OC)c1	-31	36
COc1ccc(C(=O)Nc2ccc(C(=O)NCCc3ccccc3)cc2)cc1	-9	32
CSc1ccc(NS(=O)(=O)c2ccc(-n3cnnn3)cc2)cc1	2	12
CCN(CC)c1ccc(C(=O)N/N=C(\C)c2cccc(OC)c2)cc1	-22	16
Cc1ccc2nc(Cl)c3nnnn3c2c1	1	29
Cc1c(NC(=O)c2cc(CC(C)C)on2)c(=O)n(-c2ccccc2)n1C	-20	9
N#Cc1nc(-c2cccs2)oc1N1CCOCC1	-16	20
O=C1/C(=C/c2ccncc2)SC(=S)N1C1CCCCC1	-4	20
COc1ccc(CNC(=O)CN(C(=O)c2snc(C(N)=O)c2N)c2cccc(F)c2)cc1	-24	19
Cc1ccc(C(=O)N/C(=C\c2ccco2)C(=O)NCc2cccnc2)cc1	-23	23

The list goes on:
SMILES	OX1R antag-1	OX1R antag-2
CCOC(=O)C1=CN(Cc2cccc(-c3ccc(Cl)nc3)c2)S(=O)(=O)N(C)C1C (configuration not stated)	3	17
COc1ccc(C(=O)N[C@H](C(=O)Nc2sccc2C(N)=O)C(C)C)cc1	-24	20
COc1ccc(S(=O)(=O)N2CCN(Cc3ccc4c(c3)OCO4)CC2)cc1	-21	14
Cc1cccc(OCc2nnc(SCC(=O)Nc3nccs3)o2)c1	-13	3
COc1cc(S(=O)(=O)N(Cc2cccc(OC)c2OC)CC2CCCO2)ccc1-n1cnnn1 (configuration not stated)	-33	12
O=C(Nc1cccc(Br)c1)c1ccc2c(c1)SC1=NS(=O)(=O)CCN12	0	4
CC[C@]12c3[nH]c4ccc(OC)cc4c3CCN1C(=O)C(CC(=O)NCCCOC)C[C@@H]2C(=O)N1CCN(C(=O)C2CC2)CC1 (some centres not stated)	-8	10
O=C(COC(=O)C1CCN(c2ccc(C(F)(F)F)cn2)CC1)NCCc1ccccc1	-26	13
Cc1nc2cc(N=NC3=C(O)CCCC3=O)ccc2s1	-12	53
Cc1nc(-c2nnc(SCC(=O)Nc3cc(Cl)cc(Cl)c3)n2C)cs1	-3	3
CCOC(=O)CSc1nc2sc3c(c2c(=O)n1-c1ccccc1)CCN(C)C3	-22	11
O=C(NCCc1ccccc1)C(=O)N/N=C/c1ccccc1C(F)(F)F	-19	9
CC(C)C[C@H]1CN=C(Nc2ccccc2)N1CCCCc1ccccc1	-13	5
O=C(NC(=S)Nc1cc([N+](=O)[O-])ccc1O)C1CC1	-4	23
CCC1CCCCN1C(=O)c1cc2cc(Br)ccc2oc1=O (configuration not stated)	-14	14
COC(=O)[C@@]1(C)[C@H]2C(=O)N(C)C(=O)[C@H]2[C@H]2CN=C(SCc3ccccc3)N21	-6	5
O=C(Cn1c(=O)[nH]c2ccsc2c1=O)N1CCN(c2ccc(F)cc2)CC1	-11	17
Cc1cccc(N=C2NC(=O)/C(=C\c3cccs3)S2)c1	-33	30
CCOC(=O)c1ccc(COC(=O)c2cc(=O)[nH]c3ccccc23)o1	-30	39
O=C(COc1ccc(Cl)cc1)Nc1cnn(Cc2c(Cl)cccc2Cl)c1	-30	16
COCCCNC(=O)CC(NCCCOC)C(=O)O (configuration not stated)	-2	14
NNc1ccc2nnc(C(F)(F)C(F)(F)C(F)(F)F)n2n1	5	10
O=C(O)c1c(Cl)cccc1Cl	-6	3
Cc1ccc(N2C(=O)N(c3ccc(C)cc3)C3CS(=O)(=O)CC32)cc1 (configuration not stated)	-17	19
CNC(=S)NNC(=O)COc1ccccc1C	-4	10
CCc1ccc(CCC(=O)Nc2ccc(OC)cc2)o1	-13	42
CC[C@]12c3[nH]c4cc(-c5ccco5)ccc4c3CCN1C(=O)[C@@H](CC(=O)NCCN1CCOCC1)C[C@@H]2C(=O)N1CCN(C(=O)c2ccco2)CC1	-20	11
CC(C)(C)C1CCC(=NNC(=S)NCc2ccccc2)CC1 (configuration not stated)	-17	20
COC(=O)N(NC(=O)C(O)(CCC(C)C)CCC(C)C)c1ccccc1	-12	11
Cc1cccc(NC(=O)c2nc[nH]c2C(=O)N2CCC(C)CC2)c1	-18	3
COc1cc(/C=N\NC(=O)c2cccc(Cl)c2)ccc1Oc1ccc([N+](=O)[O-])cn1	-27	18
COc1ccccc1C1C(C(=O)NCc2ccccc2)=C(C)Nc2ncnn21 (configuration not stated)	-27	5
C=CC[C@H](CC(=O)NCCO)C(=O)N[C@H](COC(=O)[C@@H](CC=C)CC(=O)OC(C)(C)C)Cc1c[nH]c2ccccc12	-34	12
COCCn1c(SCC(=O)Nc2nnc(C)s2)nnc1-c1ccncc1	-5	10
O=C(Cn1nnc2ccccc21)c1cccc([N+](=O)[O-])c1	2	32
N/C(=N\OC(=O)COc1ccccc1Cl)c1ccc(Cl)cc1	-17	40
NS(=O)(=O)c1cccc(NC(=O)CSc2nc3nc(-c4cccs4)cc(C(F)(F)F)c3c(=O)[nH]2)c1	-9	53
O=C(NCCc1cccc(F)c1)C1CCCN(c2nc3ccccc3s2)C1 (configuration not stated)	-29	32
Cc1ccc(S(=O)(=O)N2CCOCC2)cc1C(=O)NC(=S)N1CC(C)CC(C)C1 (configuration not stated)	-29	17
Cc1oc2cc(OCC(=O)O)ccc2c(=O)c1Oc1ccccc1	-9	2
O=C(O)CN1C(=O)/C(=C\c2cccc(OCc3ccccc3F)c2)SC1=S	2	6
Cc1cccc(NC(=O)c2c(C)nc3ccccn23)c1	-19	12
CCOc1ccc(NC(=O)CCCCn2c(=O)[nH]c3ccsc3c2=O)cc1	-18	16
Cc1ccc(N(C)S(=O)(=O)c2ccc(C)cc2)cc1	-24	16
O=C(CSc1nnc(-c2ccc(F)cc2)c2ccccc12)NCC1CCCO1 (configuration not stated)	-25	41
C/C(N)=C(/C#N)C(=O)COC(=O)CNS(=O)(=O)c1c(F)cccc1F	-11	25
COC(=O)c1oc2ccc(OC)cc2c1N	3	11
O=C(c1ccc(Br)s1)N1CCN(c2ccccn2)CC1	-23	15
COc1ccc(CCNC(=O)c2ccc3nc(N4CCCCC4)sc3c2)cc1OC	-32	15
COCCNC(=O)C(c1ccc(OC)cc1)N(CCOC)C(=O)CCC(=O)Nc1nccs1 (configuration not stated)	-17	29

Fetched by compound from the list above, 7 records:
SMILES	OX1R antag-1	OX1R antag-2
COc1ccc(CCNC(=O)c2ccc3nc(N4CCCCC4)sc3c2)cc1OC	-32	15
O=C(CSc1nnc(-c2ccc(F)cc2)c2ccccc12)NCC1CCCO1 (configuration not stated)	-25	41
COCCNC(=O)C(c1ccc(OC)cc1)N(CCOC)C(=O)CCC(=O)Nc1nccs1 (configuration not stated)	-17	29
COC(=O)c1oc2ccc(OC)cc2c1N	3	11
O=C(c1ccc(Br)s1)N1CCN(c2ccccn2)CC1	-23	15
CCOc1ccc(NC(=O)CCCCn2c(=O)[nH]c3ccsc3c2=O)cc1	-18	16
O=C(O)CN1C(=O)/C(=C\c2cccc(OCc3ccccc3F)c2)SC1=S	2	6

(further entries)
SMILES	OX1R antag-1	OX1R antag-2
COc1cc(/C=N/NC(=O)c2ccoc2C)cc(OC)c1OC	-11	12
COc1ccc(/C=C2/C(=O)ON=C2C)cc1Br	-5	-12
CSc1sc2ccccc2[n+]1CCCS(=O)(=O)[O-]	-16	7
Cc1[nH]nc(N=CC2=C(O)CC(C)(C)CC2=O)c1-c1ccc(Cl)cc1	-9	9
CCC1CCc2sc(C(=O)N(C)CC(=O)Nc3cccc(OC)c3)cc2C1 (configuration not stated)	-28	15
O=C(CSc1nnc(SCc2ccc(Cl)cc2)s1)N1CCN(C(=O)c2ccco2)CC1	-21	4
COC(=O)c1ccc(NC(=O)COc2ccc(S(=O)(=O)NC(C)C)cc2)cc1	-4	0
CCN(CCS(=O)(=O)c1ccc(Br)cc1)Cc1nc2ccccc2c(=O)[nH]1	-24	15
CCCCS(=O)(=O)N1CCN(S(=O)(=O)c2cccs2)CC1	-16	12
Cc1[nH]c(C)c(S(=O)(=O)N(C)Cc2ccccc2)c1C(=O)N1CCCCC1	-5	25
Cc1ccc(NC(=O)COC(=O)C2CCC2)cc1S(=O)(=O)N1CCCCC1	-5	17
Cn1nc([N+](=O)[O-])nc1Sc1nnnn1-c1cccc(C(=O)O)c1	1	40
C=CCn1c(OCc2ccccc2)n[nH]c1=S	2	-1
O=C(COC(=O)c1cc[n+]([O-])cc1)NCc1ccccc1Cl	-7	6
CCCCNC(=O)Cn1cnc2c(cnn2-c2ccc(C)c(C)c2)c1=O	-19	6
